Screening data deposited in PubChem by several laboratories.
Arrestin-AP2 inh: inhibitors of human beta-arrestin and AP2 interaction; FITC-arrestin peptide / GST-AP2 beads, flow cytometry; AP2 beta2 appendage carries R879A mutation; inhibition, % at 10 µM; hit rate 0.31% among 340,000; AID 504490;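 active = inhibition above a set limit, near 3 SD of compounds lacking own fluorescence, cut at about 54% in these data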;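 also: plate controls were DMSO wells for no effect and 5 µM unlabelled arrestin peptide for full effect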
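Material – AP2 appendage R879A on GSH beads · Buffer or medium – PBS with 0.05% Tween 20 and 0.1% BSA · Probe or stimulus – fluorescein-tagged arrestin peptide at 50 nM final · Incubation – compound with beads 12 min RT, then probe 1 h RT · Detection – high-throughput flow cytometry of beads, ex 488, em 535 nm · Evaluation – percent response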
C-LANA FP: KSHV C-LANA DNA binding inhibition; MBP-C-LANA/FAM-LBS DNA binding, fluorescence polarization; hit rate 0.078% among 340,000; inhibition, % at 9 µM; AID 504423;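 active = highest replicate inhibition at or above 60% at 9 µM, even if other replicates fall short; inactive = all replicates below 60% inhibition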;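 also: 0% = neutral control wells and 100% = 4 µM acridine orange control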
cardiac RTF act: increases calcium sensitivity of human cardiac regulated thin filaments. AID 493008. hit rate 0.24% among 340,000. activation, % at 7.2 µM. IANBD-labeled TnC RTF fluorescence at EC20 calcium; 0% EC20 calcium, 100% full calcium. P19429+P45379;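 active = activation above the mean over all tested compounds plus 3 SD, cut at about 30% in these data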;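 also: rise in fluorescence read as greater calcium sensitivity of cardiac thin filaments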
DSG3 Ab inh: human desmoglein-3 autoantibody binding inhibition; P32926; DSG3-coupled beads, scFv-anti-DSG3-GFP binding, flow cytometry; hits give low values; binding (percent of control), % at 10 µM; hit rate 0.48% among 310,000;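 active = binding more than 3 SD below its plate's average and above zero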;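 also: hits lower antibody fragment binding to DSG3; some compounds called inactive have numbers as strong as hits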
Cardiac RTF inh: cardiac RTF calcium desensitization; P19429+P45379; IANBD-labeled cardiac RTF, Ca2+ fluorescence; inhibition, % at 7.15 µM; hit rate 0.12% among 340,000;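 active = inhibition above the mean inhibition of all tested compounds plus 3 SD, cut at about 17% in these data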;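 also: assay run at fixed EC70 calcium of 1.6 mM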
Wnt act: activates Wnt/beta-catenin signaling in a reporter cell assay; activator, plate reader; activation, % at 9.35 µM; hit rate 1.2% among 300,000; in the data active = activation above about 30%, passing the limit was not always enough;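 also: 0% = neutral control wells and 100% = positive control wells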
V-ATPase pH: regulators of yeast V-ATPase proton transport; S. cerevisiae, pHLuorin cytosolic pH fluorescence; response, % at 10 µM; hit rate 0.37% among 350,000; AID 504577; in the data active = response mostly above about 7.3%, no sharp cut-off; inactive = mostly below about 5.4%; also: actives read high; inactives centre near 0; some compounds called inactive have numbers as strong as hits; reference of the scale not given here
MOR-DOR ag: OPRM1-OPRD1 heterodimerization agonism | P35372+P41143 | cells, luminescence | activation, % at 9.3 µM | hit rate 0.3% among 340,000; in the data active = activation above about 18%;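 also: 0% = vehicle-treated cells and 100% = reference agonist; values of inactives mirror those of a sister screen read the other way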
Keap1-Nrf2 PPI: Keap1-Nrf2 (human) interaction inhibition; Q14145; Keap1 Kelch-Nrf2 peptide fluorescence polarization, 1536-well; inhibition, % at 9.4 µM; hit rate 0.15% among 340,000; in the data active = inhibition above about 12%;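 also: human Keap1 Kelch domain with fluorescein labeled Nrf2 9mer peptide probe; 0% = neutral control wells and 100% = peptide positive control; higher means more block of Keap1 binding to Nrf2 peptide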
Target sequence (Q14145 whole entry, looked up, the tested form may be a part): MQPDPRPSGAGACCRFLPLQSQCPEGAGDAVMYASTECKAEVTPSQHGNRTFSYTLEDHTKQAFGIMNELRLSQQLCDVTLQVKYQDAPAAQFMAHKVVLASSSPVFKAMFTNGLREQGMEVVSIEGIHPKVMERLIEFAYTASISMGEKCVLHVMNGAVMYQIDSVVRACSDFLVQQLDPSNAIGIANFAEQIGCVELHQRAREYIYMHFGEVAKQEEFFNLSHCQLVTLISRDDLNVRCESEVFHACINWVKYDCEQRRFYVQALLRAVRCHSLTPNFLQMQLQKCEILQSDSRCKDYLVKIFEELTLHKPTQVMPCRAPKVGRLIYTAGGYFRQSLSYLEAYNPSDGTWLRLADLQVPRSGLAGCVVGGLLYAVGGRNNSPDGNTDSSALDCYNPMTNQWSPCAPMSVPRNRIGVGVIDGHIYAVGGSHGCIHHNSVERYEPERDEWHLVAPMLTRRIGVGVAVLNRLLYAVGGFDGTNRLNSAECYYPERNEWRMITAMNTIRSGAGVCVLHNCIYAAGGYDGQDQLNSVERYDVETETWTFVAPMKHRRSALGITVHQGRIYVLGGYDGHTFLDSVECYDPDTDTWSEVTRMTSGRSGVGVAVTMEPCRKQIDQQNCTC
MOR-DOR inv ag: inverse agonist of human OPRM1-OPRD1 heterodimerization | hit rate 0.21% among 340,000 | inhibition, % at 9.3 µM | P35372+P41143 | cell-based MOR-DOR heterodimer luminescence, inverse agonism; in the data active = inhibition above about 22%, passing the limit was not always enough;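 also: 0% = cells with DMSO and 100% = wells without cells with DMSO; values of inactives mirror those of a sister screen read the other way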
* marks the source's active call; other numbers are inactive results; . = not tested or not shown.

SMILES	Arrestin-AP2 inh	C-LANA FP	cardiac RTF act	DSG3 Ab inh	Cardiac RTF inh	Wnt act	V-ATPase pH	MOR-DOR ag	Keap1-Nrf2 PPI	MOR-DOR inv ag
COc1ccc2[nH]c3ccccc3c2c1	14.8	1.3	0.1	101.4	9.2	.	-0.8	-1.0	-0.2	5.8
COc1ccc(NC(=O)C2CC(=O)N(c3ccccc3Cl)C2)c(OC)c1 (centres undefined)	14.2	0.3	7.8	113.3	1.2	-1.6	-1.4	-0.1	2.5	0.8
CCOC(=O)c1c(N)sc2c1CCN(CCc1ccccc1)C2	26.0	-0.2	5.0	121.6	3.0	7.1	1.5	-1.0	-0.7	4.8
COc1ccc(C/C(C)=N/NC(=S)Nc2ccc(C)c(C)c2)cc1	-11.2	-1.3	-8.1	100.9	11.7	.	0.1	-1.3	0.1	5.9
O=S1(=O)c2ccc(Br)cc2OC(COCc2ccccc2)CN1Cc1ccccc1 (centres undefined)	5.5	1.1	0.1	97.0	-4.2	-3.8	3.4	-1.8	-2.6	9.3
Cc1nonc1OCCCNc1ccc([N+](=O)[O-])cc1Cl	-2.2	-1.4	5.6	202.8	-14.4	0.8	4.5	-3.4	0.9	17.1
Fc1cnc(Cl)nc1NC1CCCCC1	3.8	-1.1	2.0	100.9	-1.8	-0.1	-0.3	0.0	-3.0	0.1
CC1=NN(c2ccc(Cl)c(C(=O)O)c2)C(=O)C1	3.2	6.9	-1.1	119.3	-1.9	-1.9	-5.4	-2.2	-2.1	12.0
CN(C)n1cccc1/C=C(\C#N)S(=O)(=O)c1cccc(Cl)c1	-8.1	-0.9	.	88.5	.	-0.1	-1.4	.	-5.6	.
O=C(Nc1ccc(F)cc1)c1cccc(NC(=O)C2C3CC4OC(=O)C2C4C3)c1 (centres undefined)	3.7	1.1	-3.4	86.7	-6.9	-5.2	1.1	-2.0	-3.4	10.3
CC(O)c1nc2ccccc2n1CC(=O)Nc1ccc2c(c1)OCCO2 (centres undefined)	-60.7	-0.4	-6.9	117.4	-4.8	2.2	-0.4	.	-2.8	.
CC[C@@]12C(=O)N(c3ccc(OC)cc3)C(=O)N1[C@H](c1cccc(C)c1)[C@@H]1C(=O)N(Cc3ccccc3)C(=O)[C@@H]12	-0.8	0.3	-4.0	106.6	-7.8	.	2.1	-0.7	-5.4	3.7
CC1CCCCN1C(=S)NC(=O)c1ccco1 (centres undefined)	7.7	0.9	1.6	97.3	-3.6	-4.8	1.4	-3.8	-3.8	14.9
CCCCN(C(=O)c1cccc(-n2cccc2)c1)c1c(N)n(CCC)c(=O)[nH]c1=O	24.4	1.2	4.5	96.4	-0.6	-3.5	-0.8	-2.0	-2.2	12.7
COc1ccc(C(C(=O)NC2CCCC2)N(C(=O)c2snc(C(N)=O)c2N)c2cc(C)ccc2OC)cc1OC (centres undefined)	-1.9	-0.6	0.5	96.0	-4.4	-1.9	-1.8	0.1	-6.2	-0.4
NS(=O)(=O)c1cccc(NC(=O)c2ccno2)c1	14.4	1.9	4.5	104.8	0.4	2.3	-1.8	-2.1	5.0	9.7
OC(CNCC1COc2ccccc2O1)COc1ccc(Cl)cc1 (centres undefined)	-5.3	-1.3	-7.4	91.7	-6.7	-0.4	0.3	6.0	-2.8	-28.4
Clc1ccc(CNCc2cccs2)cc1Cl	10.3	0.0	0.8	103.1	9.2	-2.6	-2.1	-3.1	1.4	14.0
O=C(Cc1ccc(-n2cccc2)cc1)NC1CCCCCC1	21.8	-0.1	-5.3	94.0	-4.4	.	3.2	-3.1	-3.5	16.4
Cc1ccc(SC(C)C(=O)N2CCN(c3ccccc3)CC2)cc1 (centres undefined)	-7.1	-0.7	5.8	116.8	2.8	-0.6	-1.4	-0.2	1.8	0.8
O=C(NC(=S)Nc1ccccc1N1CCCC1)c1cccc(F)c1	7.7	1.0	6.4	92.2	2.3	1.2	-1.5	-0.4	4.7	2.5
Cc1nnc(N2CCCC(C(=O)NCc3cccc(F)c3)C2)c2nn(-c3ccccc3)c(C)c12 (centres undefined)	11.3	1.9	0.9	101.0	-6.6	-0.2	1.8	-1.1	-3.2	5.5
O=C(NNC1=Nc2cccc3cccc1c23)c1ccccc1Br	7.4	2.4	2.3	.	7.9	-5.7	1.1	7.5	0.1	-41.3
C=CCn1c(=NC(=O)c2cccs2)sc2cc(NC(C)=O)ccc21	2.2	0.2	4.5	102.2	-8.3	16.9	-1.6	15.6	-4.6	-86.5
COc1ccc(/C(O)=C2/C(=O)C(=O)N(Cc3cccnc3)C2c2ccco2)cc1OC (centres undefined)	-1.0	4.7	-7.9	.	-6.8	12.8	0.8	-2.0	-3.8	12.8
O=C(NCCNc1ccc([N+](=O)[O-])cc1)c1cccs1	1.9	-0.7	-1.1	90.7	-1.4	-0.6	0.8	-1.3	-3.4	6.4
O=C1CCCC2=C1C(c1ccc(Br)cc1)c1c([nH]c(=S)[nH]c1=O)N2 (centres undefined)	5.4	4.0	-3.5	96.4	-5.9	.	1.8	-1.4	-0.1	7.2
CN(C)S(=O)(=O)c1ccc(C(=O)Nc2ccccc2F)cc1	27.2	-2.5	-3.8	98.4	-3.0	-0.9	0.9	-2.0	-1.7	11.1
CC(NC(=O)Nc1ccc2c(c1)OCO2)c1ccncc1 (centres undefined)	10.9	0.6	2.4	103.8	-10.6	9.8	0.8	-2.2	-9.3	10.3
CCCn1c(=O)c(C(=O)Nc2ncccc2C)c(O)c2ccccc21	3.1	0.1	0.5	103.2	-6.5	0.0	-1.2	-0.9	0.2	4.3
CCC1(c2ccccc2)NC(=O)N(CC(=O)Nc2ccc3c(c2)OCO3)C1=O (centres undefined)	-4.1	-1.3	3.0	101.3	-1.3	-2.8	1.1	1.6	-3.7	-8.4
COc1ccc(/C=N/Nc2nc3ccccc3[nH]2)cc1OC	-8.9	0.0	1.4	97.8	-5.0	11.8	-0.8	3.6	3.3	-18.3
Cc1ccc(NC(=O)c2cccc(F)c2)cc1S(=O)(=O)N1CCCCCC1	36.7	0.5	1.3	76.8	3.3	-1.3	0.1	0.1	-2.5	-0.3
CC(=O)c1ccc(NC(=O)C2CCC(C)(C(=O)O)C2(C)C)cc1 (centres undefined)	3.0	0.9	3.4	81.7	-14.6	-11.4	-2.3	-2.3	-1.1	12.5
CC(NC(=O)Nc1ccc(O)cc1)(C(F)(F)F)C(F)(F)F	1.9	1.5	-5.3	107.7	0.1	.	-1.0	7.0	-1.3	-37.7
COc1cc(C(C)=O)ccc1OCC(=O)Nc1ccc2nc(C)sc2c1	-13.8	0.2	-6.5	.	2.9	-0.5	0.0	-1.1	-8.5	4.5
CCO[C@@H]1OC(C(=O)NCc2ccccc2)=C[C@H](c2ccc(Br)cc2)[C@H]1CCCO	1.2	0.8	-3.9	108.4	-1.9	5.8	0.2	-1.9	-1.9	10.5
Cc1c(C(=O)Nc2cccc(N(C)S(C)(=O)=O)c2)cccc1[N+](=O)[O-]	9.7	1.8	3.4	104.4	-2.7	-1.5	0.1	-1.6	-3.1	8.3
CCOC(=O)[C@@H]1[C@H]2COc3ccccc3[C@@H]2N2C(=O)N(c3ccc(C(F)(F)F)cc3)C(=O)[C@@]12C	-4.1	1.4	-5.8	101.3	-2.5	-4.3	0.4	1.1	-3.7	-6.4
O=c1c2ccccc2nc(N2CCN(c3ccccc3)CC2)n1Cc1ccccc1	4.3	1.4	-5.1	104.5	0.1	-5.7	-1.8	-1.5	-1.3	7.9

In a second layout: 2 of the compounds above.
Molecule,Arrestin-AP2 inh,C-LANA FP,cardiac RTF act,DSG3 Ab inh,Cardiac RTF inh,Wnt act,V-ATPase pH,MOR-DOR ag,Keap1-Nrf2 PPI,MOR-DOR inv ag
CC(NC(=O)Nc1ccc(O)cc1)(C(F)(F)F)C(F)(F)F,1.9,1.5,-5.3,107.7,0.1,.,-1.0,7.0,-1.3,-37.7
COc1cc(C(C)=O)ccc1OCC(=O)Nc1ccc2nc(C)sc2c1,-13.8,0.2,-6.5,.,2.9,-0.5,0.0,-1.1,-8.5,4.5

(listing goes on)
SMILES	Arrestin-AP2 inh	C-LANA FP	cardiac RTF act	DSG3 Ab inh	Cardiac RTF inh	Wnt act	V-ATPase pH	MOR-DOR ag	Keap1-Nrf2 PPI	MOR-DOR inv ag
Cc1noc(NS(=O)(=O)c2ccc(NC(=O)c3ccc(Br)o3)cc2)c1C	6.6	0.9	4.6	107.6	4.5	.	-0.8	1.2	1.5	-7.0
N#Cc1ccc(/C=C/C(=O)c2cccnc2)cc1	-15.4	3.0	-0.8	97.3	-4.0	-0.4	5.5	-1.8	-3.2	9.5
Cc1ccc(C(=O)N2CCN(c3nc4ccccc4n3C)CC2)cc1	1.3	1.4	-2.5	112.6	-3.9	0.7	-1.6	-1.8	1.7	8.7
O=C(NCCc1ccccc1)C1CCN(C(=O)N2CCOc3ccccc32)CC1	13.2	-1.0	1.1	93.1	-2.8	-2.7	3.9	-1.7	0.1	10.0
CC1=C(C)C(=O)C(CCCCC#CCCCC#CCO)=C(C)C1=O	-4.3	1.2	-1.4	108.7	7.4	.	-1.3	-2.2	-3.7	12.1
Nc1nc(-c2ccccc2)[nH]c(=O)c1N	31.3	0.4	1.6	89.6	0.9	.	-2.9	-1.7	-1.5	8.7
CCOc1ccc2[nH]c(=O)c(C(c3nnnn3C3CCCCC3)N3CCN(C)CC3)cc2c1 (centres undefined)	10.3	-0.6	0.7	94.3	4.0	-0.7	-0.1	-3.4	-4.1	17.1
Cc1ccccc1C(=O)NCC(=O)NC1CC1	-1.6	-0.5	4.5	99.1	-8.3	-4.4	0.9	-1.3	-1.8	5.2
O=C(Nc1ccc(Oc2ccccc2)cc1)c1ccc(Cn2c(=O)[nH]c3ccsc3c2=O)cc1	8.9	1.3	1.3	51.1*	-2.5	-4.2	2.5	-0.5	7.3	2.7
COc1ccc(/C=C/C(=O)NC2CCN(Cc3ccccc3)CC2)cc1OC	4.6	0.2	1.1	.	-9.1	-1.6	2.6	0.6	-2.7	-3.4
CC(C)CC(COCc1cccc(Cl)c1)N1CCN(C(=O)c2cccc(C(F)(F)F)c2)CCC1=O (centres undefined)	27.2	-0.2	5.6	.	-2.3	-2.4	-1.5	0.8	0.5	-4.2
COC(=O)c1ccccc1S(=O)(=O)Nc1ccc2cn[nH]c2c1	-2.9	-0.2	3.1	101.0	-8.3	.	1.5	0.9	-1.8	-5.3
Cc1ccc(C(C(=O)NCC2CCCO2)N(C(=O)c2snc(C(N)=O)c2N)c2ccc(F)cc2)o1 (centres undefined)	17.1	-1.9	-6.8	104.9	11.6	0.0	0.8	-2.5	5.0	15.7
O=C(N/N=C/c1ccccc1)c1c(O)c2ccccc2[nH]c1=O	8.8	0.1	3.7	101.1	8.5	-1.5	-0.7	1.5	0.6	-8.3
CC(C)NC(=O)NC(=O)COC(=O)CCOc1ccccc1	4.5	2.2	-4.1	96.9	0.7	-3.4	2.2	-2.2	1.7	11.2
COc1ccc(C2CC(c3ccc(OC)cc3OC(C)=O)=NN2C(=O)c2ccccc2)cc1 (centres undefined)	-7.5	1.5	1.9	94.2	-6.1	-3.5	-0.2	-3.0	1.0	16.5

This is a random part of the collection. Share with any hit: about 3.1%.
